Screening data as filed in PubChem.
POLH inh – inhibitors of human DNA polymerase eta; Q9Y253; 1.2% of 390,000 active; Potency, µM (titrated, usually from 114 µM), for the others: top-dose activity change, negative = inhibition, usual class: inhibitors; recombinant Pol eta, fluorescent DNA replication assay; AID 588591; note: potency is the fitted concentration of half-maximal effect; % is set by controls: 0 for no effect and ±100 for the full control effect
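Fluorescent replication assay: 50 nM final substrate added after a 15 min room-temperature compound preincubation with 10 nM enzyme. Signal taken at 0 min and again at 10 min.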
APE1 inh – blocks human APE1 abasic DNA cleavage; Potency, µM (doses to about 65.8 µM), without a hit: at the highest dose activity change, negative = inhibition, actives largely listed as inhibitors; P27695; recombinant APE1, TAMRA/BHQ-2 abasic DNA cleavage fluorescence; 0.35% of 350,000 active;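 note: potency is the fitted concentration of half-maximal effect; plate controls were vehicle for no effect and reference inhibitor for full effect; nearly all actives have a fitted effect of over 55% in size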
Target sequence (P27695 whole entry, looked up): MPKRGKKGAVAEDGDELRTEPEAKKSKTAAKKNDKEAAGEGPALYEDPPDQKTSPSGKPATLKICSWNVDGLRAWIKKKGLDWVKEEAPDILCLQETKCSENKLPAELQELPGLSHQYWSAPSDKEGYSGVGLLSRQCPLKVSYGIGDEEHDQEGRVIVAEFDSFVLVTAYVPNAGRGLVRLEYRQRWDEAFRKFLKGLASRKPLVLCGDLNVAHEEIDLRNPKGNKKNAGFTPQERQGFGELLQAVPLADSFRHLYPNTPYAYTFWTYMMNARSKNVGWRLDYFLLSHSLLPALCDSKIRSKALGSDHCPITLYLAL
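Quantitative HTS: incision of a TAMRA/BHQ-2 double-stranded substrate bearing a tetrahydrofuran abasic site by 0.75 nM APE1 raises fluorescence. Substrate 50 nM final, added after 15 min compound preincubation at room temperature; progress as third-minus-first kinetic read difference.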
GRP78 ERSR act – inducers of ER stress response in human glioma cells | U87-MG GRP78 promoter luciferase reporter, 16 h | Potency, µM, for the others: top-dose activation, most hits filed as activators | 0.02% of 420,000 active | AID 602332; note: potency is the fitted concentration of half-maximal effect; series mostly up to about 76 µM; % of control where 0% means no effect; nearly all actives have a fitted effect of over 35% in size
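Stably transfected U87-MG human glioma cells carrying a GRP78-based luminescent sensor were seeded at 1000 cells/well, pin-dosed with compounds and incubated 16 h. Luciferase reagent was then added, and end-point luminescence was read after 10 min at room temperature.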
LDHA inh – inhibitors of human lactate dehydrogenase A; AID 1347041; 0.15% of 480,000 active; purified LDHA, NADH/diaphorase-resazurin fluorescence; stronger effect = lower value; activity change, % (values are at about 110 or 230 µM); P00338; in the data active = activity change below about -30%; inconclusive = mostly about -25% to -30%;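 note: plate controls were DMSO wells for no effect and wells without enzyme for full effect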
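Remaining NADH was detected by diaphorase (0.133 mg/mL) converting 37 µM resazurin to fluorescent resorufin, read at 0 and 20 minutes. The preceding 5-minute room-temperature reaction used 2 nM LDHA, 0.2 mM sodium pyruvate and 0.06 mM NADH at pH 7.4.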
BLM helicase inh – blocks DNA unwinding by human BLM helicase; P54132; recombinant BLM DNA unwinding, fluorescence dequenching; Potency, µM (highest dose often 56.1 µM), for inactives: top-dose activity change, negative = inhibition, usual class: inhibitors; 0.2% of 350,000 active; AID 2528;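 note: potency is the fitted concentration of half-maximal effect; plate controls were vehicle for no effect and no enzyme for full effect; nearly all actives have a fitted effect of over 35% in size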
Pol iota inh – DNA polymerase iota (human) inhibition. Q9UNA4. Pol iota fluorescent replication assay, 10 min. Potency, µM (doses to about 115 µM), inactives show at the highest dose activity, negative = inhibition, usual class: inhibitors. 1% of 390,000 active; note: potency is the fitted concentration of half-maximal effect
Target sequence (Q9UNA4 whole entry, looked up): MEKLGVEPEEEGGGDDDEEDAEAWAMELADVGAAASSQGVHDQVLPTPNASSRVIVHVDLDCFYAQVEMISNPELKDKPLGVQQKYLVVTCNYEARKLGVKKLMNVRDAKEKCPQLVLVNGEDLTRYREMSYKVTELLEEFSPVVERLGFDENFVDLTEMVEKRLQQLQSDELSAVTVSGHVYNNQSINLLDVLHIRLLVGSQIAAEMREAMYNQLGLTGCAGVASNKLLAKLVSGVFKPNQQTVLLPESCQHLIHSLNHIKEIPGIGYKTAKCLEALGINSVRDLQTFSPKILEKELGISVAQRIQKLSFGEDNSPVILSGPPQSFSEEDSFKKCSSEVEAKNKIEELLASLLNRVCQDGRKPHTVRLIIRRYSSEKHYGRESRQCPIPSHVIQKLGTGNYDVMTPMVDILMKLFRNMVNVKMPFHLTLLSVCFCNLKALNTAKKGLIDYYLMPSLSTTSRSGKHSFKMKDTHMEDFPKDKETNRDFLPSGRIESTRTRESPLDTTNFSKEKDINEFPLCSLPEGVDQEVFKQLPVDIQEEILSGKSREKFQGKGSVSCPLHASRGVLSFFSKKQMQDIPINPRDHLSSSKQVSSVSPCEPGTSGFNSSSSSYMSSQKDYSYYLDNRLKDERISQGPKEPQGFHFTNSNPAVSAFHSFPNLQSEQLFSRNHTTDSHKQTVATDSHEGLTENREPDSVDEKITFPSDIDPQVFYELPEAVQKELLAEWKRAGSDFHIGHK
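Fluorescent replication assay read twice, at 0 min and 10 min after adding 50 nM (final) substrate. Enzyme (10 nM) and compounds were first incubated 15 min at room temperature; enzyme-free buffer wells were negative controls.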
Pol beta inh – inhibitors of human DNA polymerase beta; P06746; Pol beta primer extension/strand displacement, fluorescence kinetic; Potency, µM (titrated, usually from 114 µM), for the others: at the highest dose activity change, negative = inhibition, usual class: inhibitors; 1.3% of 340,000 active; note: potency is the fitted concentration of half-maximal effect; % is set by controls: 0 for no effect and ±100 for the full control effect
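Pol beta (10 nM) and compounds were preincubated 15 min at room temperature, then 50 nM substrate (final) started primer extension/strand displacement. Reads were taken at 0 and 10 min; concentration-response data were fitted to a four-parameter Hill equation.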
Pol kappa inh – blocks human DNA polymerase kappa activity. Q9UBT6. 0.53% of 400,000 active. purified Pol kappa, fluorescent DNA synthesis assay, 10 min. Potency, µM (highest dose often 107 µM), inactives show at the highest dose activity, negative = inhibition, hits mostly inhibitors. AID 588579; note: potency is the fitted concentration of half-maximal effect; % is set by controls: 0 for no effect and ±100 for the full control effect
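10 nM Pol kappa preincubated 15 min at room temperature with compounds, then reaction started with substrate at 50 nM final. Fluorescence read kinetically at 0 and 10 min; buffer-only wells served as negative control.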
Apoferritin bind – binds horse apoferritin like a general anesthetic | Potency, µM (top dose mostly 77.5 µM), without a hit: at the top dose activity change, negative = displacement, hits mostly inhibitors | 0.074% of 350,000 active | apoferritin/1-aminoanthracene competitive binding, fluorescence | AID 485281; note: potency is the fitted concentration of half-maximal effect; % is set by controls: 0 for no effect and ±100 for the full control effect; nearly all actives have a fitted effect of over 20% in size
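Read-out: endpoint 1-AMA fluorescence, excitation 380 nm and emission 535 nm, after compounds sit 10 min at room temperature with 10 uM horse-spleen apoferritin in 50% saturated 1-AMA/PBS. Values come from four-parameter Hill fits.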
Starred values were filed as active, the others as inactive; ? = inconclusive; . = no result given; & = joins results of further samples; [ ] = another dose, or the depositor's remark. Unless noted, calls come from the whole dose curve; as a rule, active = well fitted curve in the direction sought with a large enough effect; inconclusive = small, poorly fitted or top-dose-only effect, or another doubt; inactive = no such curve, though single readings can be large; an effect the other way counts as inactive or inconclusive. A portion of the library; the hit share may differ from the screen's.

SMILES	POLH inh	APE1 inh	GRP78 ERSR act	LDHA inh	BLM helicase inh	Pol iota inh	Pol beta inh	Pol kappa inh	Apoferritin bind
COc1ccc(OC)c(NC(=O)Cn2cc(C(=O)c3cccs3)c3ccccc32)c1	10%	.	-3%	-1	-7%	14%	?	-13%	-6%
CN1CCc2c(OCC(=O)N3N=C(c4cccs4)CC3c3ccc(F)cc3)cccc2C1=O (centres undefined)	-5%	-7%	-2%	2	-3%	9%	19%	2%	-1%
CC1Cc2ccccc2N1C(=O)COC(=O)C1(c2ccccc2F)CCCC1 (centres undefined)	-20%	3%	-1%	-3	-10%	13%	-17%	-19%	1%
COc1ccc(/C=N/NC(=O)c2ccc(O)cc2O)cc1CSc1ccccn1	14µM*	1%	-2%	-6	-22%	?	20µM*	79µM*	-18%
CCN(C(=O)COC(=O)[C@H](C)N=C1NS(=O)(=O)c2ccccc21)C1CCS(=O)(=O)C1 (some centres undefined)	5%	-4%	-2%	-6	.	21%	.	-6%	.
CCOc1cc(N2CCOCC2)c(OCC)cc1NC(=O)c1cc(-c2ccco2)nc2ccccc12	79µM*	11%	-3%	6	-9%	?	?	4%[60.1 µM]	?
CSc1ccc(C(=O)NC2CCSc3ccccc32)cc1 (centres undefined)	-3%	-4%	-2%	-6	3%	0%	55%	-8%	-3%
Cc1ccc(-n2ncc3c(=O)n(CC(=O)N(C(C)C)C(C)C)cnc32)cc1	-15%	2%	-2%	-18	-4%	23%	?	-1%	-1%
O=C(c1ccco1)N1N=C(c2cccs2)CC1c1cc([N+](=O)[O-])ccc1O (centres undefined)	-7%	6%	-4%	2	-3%	11%	23%	4%	?
Cc1ccc(NC(=O)CSc2nncs2)cc1Cl	0%	4%	3%	1	.	-19%	.	1%	.
O=C(COc1ccc2ccc(=O)oc2c1)N1CCc2ccccc21	-6%	2%	6%	1&-1	-1%	44%[activator]	3%	12%	-4%
CC(C)n1c(/N=C/c2c[nH]c3ccccc23)nc2ccccc21	-9%	-2%	-3%	-9	-6%	2%	2%	-13%	?
COc1ccc(NC2=NCC(=O)N2c2ccccc2)c(OC)c1	-7%	1%	-5%	-3	0%	-6%	7%	-7%	-7%
COC(=O)C1=C[C@@H](C(=O)OC)C2C3=C(C(=O)[C@]2(C)NC(=O)c2ccccc2)[C@H](C)n2c(=O)n(C)c(=O)n2[C@@H]3C1 (some centres undefined)	.	26%	2%	.	6%	6%	.	-5%	3%
O=C(Cn1c2[n+](c3ccc(C(F)(F)F)cc31)CCCCC2)Nc1ccccc1	-17%	14%	-6%	-7	7%	-2%	31%	-16%	-15%
CC(C)CN(C(=O)COC(=O)c1cccc2ccccc12)c1c(N)n(Cc2ccccc2)c(=O)[nH]c1=O	-21%	12%	-2%	-6	.	4%	.	-6%	.
Clc1ccc(-c2nnn3c2nc(NC2CCCCC2)c2ccccc23)cc1	-13%	.	2%	-2	-2%	55%[activator]	12%	5%	-2%
CCN(CC(=O)Nc1c(F)cccc1F)C(=O)CCNS(=O)(=O)c1ccc(C)c(C)c1	-12%	32%	-4%	0	.	11%	.	-9%	.
COC(=O)c1ccccc1NC(=O)Cn1c(=O)n(CCCC(=O)NCc2ccccc2Cl)c(=O)c2ccccc21	7%	.	-2%	5	-7%	5%	-1%	15%	-14%
CC(=O)c1ccc(S(=O)(=O)Nc2cccc(S(=O)(=O)NC3=NCCC3)c2)cc1	-8%	0%	0%	-10	0%	2%	2%	-5%	-3%
Cc1cc(NC(=O)CSc2nnc(-c3ccc([N+](=O)[O-])cc3)o2)no1	-10%	31%	3%	17	-4%	-8%	20%	-7%	-13%
O=C(Nc1ccccc1)OCCN1CCN(Cc2ccccc2)CCC1=O	-3%	?	-3%	3	1%	0%	-7%	2%	-2%
Cn1c(=O)c(=O)n(C)c2cc(C(=O)NCc3ccccc3Cl)ccc21	.	.	.	-10	-8%	9%	-3%	-30%	4%
CCc1ccccc1N(CC(=O)NCc1ccc(OC)cc1)C(=O)CCC(=O)Nc1ccccn1	-5%	20%	-3%	-5	-7%	25%	-11%	2%	-19%
COc1ccccc1CN=Cc1[nH]c2ccc(Br)c(Cl)c2c1O	-1%	0%	3%	15	-15%	?	3%	-4%	?
CC(=O)O[C@]1(C(C)=O)CC[C@H]2[C@@H]3C=C(C)C4=CC(=O)CC[C@@H]4[C@H]3CC[C@@]21C	-10%	5%	-1%	5	.	-6%	.	-2%	.
O=C(O)/C=C/C(=O)N1CCN(c2ccccc2F)CC1	-4%	-1%	-6%	-9	-3%	-2%	-1%	-19%	1%
COC1=CCC2([N+](=O)[O-])CN(CCO)CC1([N+](=O)[O-])C2 (centres undefined)	-9%	12%	-4%	1	3%	4%	0.2µM*	-14%	-2%
Cc1cccc(OCc2nnc(SCC(=O)N(C)C3CCCCC3)o2)c1	-14%	-11%	-1%	-2	.	32%[activator]	.	-9%	.
Cc1cc(NC(=O)c2cc(C3CC3)on2)no1	-1%	-3%	-3%	2	-3%	-7%	-17%	-8%	-13%
O=C(C[C@@H]1C/C=C\C[C@@H](Cc2ccc(F)cc2)C(=O)OC[C@H]2CCCN2C1=O)NCCO	-16%	7%	-3%	-7	.	51%[activator]	.	-3%	.
O=C(NCc1ccc2c(c1)OCO2)NC1CCCCC1	-7%	5%	3%	0	-3%	43%[activator]	?	6%	-3%
CCS(=O)(=O)Nc1cccc(C2=NN(S(=O)(=O)c3ccc(C)cc3)C(c3cccs3)C2)c1 (centres undefined)	-11%	2%	-5%	-1	-12%	2%	25%	-15%	4%
CC(N=C1NS(=O)(=O)c2ccccc21)C(=O)NCCCc1ccccc1 (centres undefined)	-22%	24%	-1%	-4	-2%	149%[activator]	1%	-16%	-6%
Cc1c(Cl)cccc1NC(=O)C1Cc2ccccc2CN1C(=O)c1ccccc1 (centres undefined)	-10%	-1%	-4%	-3	0%	-9%	-28%	-11%	-6%
COc1cccc(Cn2c(CNS(=O)(=O)c3ccc(Cl)s3)nc3cccnc32)c1	-22%	.	-2%	-3	-5%	5%	5%	-11%[60.1 µM]	3%
CC(C(=O)O)c1cccc(Oc2ccccc2)c1 (centres undefined)	2%	-3%	-3%&-6%	-10	-12%	?	.	-28%	-2%
CCN1CCN(c2sc(S(C)(=O)=O)nc2S(=O)(=O)c2ccc(C)cc2)CC1	-3%	3%	-3%	0	4%	-7%	-4%	0%	-10%
c1coc(CNC2C3CC4CC(C3)CC2C4)c1 (centres undefined)	-6%	4%	-2%	4	3%	11%	3%	-21%	?
COC(=O)CCCCC1SCC(NC(=O)c2ccccc2)C1=O (centres undefined)	-11%	-2%	-5%	2	-1%	25%	-29%	6%[60.1 µM]	-18%
CCCn1cnc2cc(NCc3ccccn3)ccc21	-8%	-10%	-6%	35&17	-1%	?	6%	-13%	-10%
CC(=O)c1c(C)oc2ccc(NS(=O)(=O)c3ccc(C(C)C)cc3)cc12	-11%	.	-1%	-7	-3%	27%	17%	-2%	-10%
Cc1ccc(-n2c(SCC(=O)Nc3cccc(F)c3)nc3c(oc4ccccc43)c2=O)cc1C	-7%	.	-1%	-8	-17%	22%	10%	-10%	-4%
Cc1nnc(NC(=O)C2CCCN(c3ncccn3)C2)s1 (centres undefined)	-11%	10%	3%	-4	-2%	0%	47%	9%	-12%
Cc1cccc(OCC(=O)Nc2sc3c(c2C#N)CCC3)c1	-11%	-8%	3%	-7	0%	12%	1%	-8%	-10%
O=C(COc1cccc2ccccc12)N1CCN(c2ccccc2)CC1	-14%	2%	-1%	-1	3%	-4%	-2%	-4%	119%[activator]
O=C(O)C1C2CCC(O2)C1C(=O)NCc1ccncc1 (centres undefined)	-7%	3%	-1%	-5	-7%	8%	67%	-13%	-15%
CC(=O)c1ccc(NC(=O)CSc2nnc(Cn3c(=O)sc4ccccc43)n2C)cc1	-9%	-3%	2%	-1	-12%	32%[activator]	18%	-4%	-1%

3 of the entries above in order of their number in Apoferritin bind, largest number first.
Structure | POLH inh | APE1 inh | LDHA inh | BLM helicase inh | Pol iota inh | Pol beta inh | Pol kappa inh | Apoferritin bind
COc1cccc(Cn2c(CNS(=O)(=O)c3ccc(Cl)s3)nc3cccnc32)c1 | -22% | . | -3 | -5% | 5% | 5% | -11%[60.1 µM] | 3%
CC(=O)c1c(C)oc2ccc(NS(=O)(=O)c3ccc(C(C)C)cc3)cc12 | -11% | . | -7 | -3% | 27% | 17% | -2% | -10%
O=C(O)C1C2CCC(O2)C1C(=O)NCc1ccncc1 (centres undefined) | -7% | 3% | -5 | -7% | 8% | 67% | -13% | -15%

Remaining list, next part.
SMILES	POLH inh	APE1 inh	GRP78 ERSR act	LDHA inh	BLM helicase inh	Pol iota inh	Pol beta inh	Pol kappa inh	Apoferritin bind
Cc1ccc(Nc2nc3c([nH]2)c(=O)n(C)c(=O)n3C)cc1	-18%	-3%	-5%	4	-2%	24%	11%	-7%	-14%
N#Cc1ccc(COn2nnc3ccccc32)cc1	-12%	1%	10%	0	-3%	29%	3%	-1%	2%
COc1cc2ccccc2ccc1=NO	-11%	.	0%	-3	.	35%[activator]	.	6%	.
O=C(O)c1cccc(NC(=O)c2cn(-c3ccccc3)nc2-c2ccc(F)cc2)c1	-17%	29%	6%	-3	-8%	156%[activator]	-25%	0%	-6%
CCOc1ccc(S(=O)(=O)N2CCCCC2)cc1NC(=O)Cc1ccsc1	-24%	18%	-3%	-5	.	1%	.	-15%	.
Cc1cccc(Nc2cc(=O)n(C)c(=O)[nH]2)c1	-18%	3%	-2%	2	0%	45%[activator]	0%	0%	-3%
COc1ccccc1CC(=O)N(CCC1=CCCCC1)c1c(N)n(Cc2ccccc2)c(=O)[nH]c1=O	-15%	21%	-3%	-1	.	24%	.	0%	.
CC(C)Nc1ccc(Cl)cc1[N+](=O)[O-]	.	13%	.	.	0%	.	18%	.	-3%
CCC(C)NC(=O)C1CCC(=O)N(c2cc(OC)c(OC)c(OC)c2)C1c1ccc(OC)cc1 (centres undefined)	-16%	4%	-2%	5	4%	5%	23%	-1%	-4%
